LEDGF integ inh – blocks HIV-1 LEDGF/p75-dependent DNA integration; TR-FRET IN-LEDGF/p75 DNA integration, Eu/Cy5; inhibition, % at 3.7 µM; actives 0.64% (n = 370,000); AID 743269;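 active = inhibition above the screen-wide mean plus 3 SD, cut at about 13% in these data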;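 note: signal is the Cy5 over europium emission ratio at 671 and 618 nm; 0% = plate median of compound wells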
TDP2 inh – blocks human TDP2 phosphodiesterase activity | O95551 | recombinant TDP2, T5PNP hydrolysis, p-nitrophenol absorbance 415 nm | inhibition, % at 12.8 µM | actives 0.34% (n = 370,000);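 active = inhibition above the mean of all tested compounds plus 3 SD, set per campaign, cut at about 25% in these data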;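 note: 0% = DMSO with enzyme and 100% = buffer with substrate but no TDP2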
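Read-out basis: percent inhibition. System: recombinant human TDP2. Buffer or medium: Mg2+-containing Tris-HCl buffer, pH 7.5. Repeats: single replicate. Timing: reaction 2 h, 37 °C. Benchmarks: high control without enzyme, low control DMSO plus TDP2. Probe or stimulus: 5 mM T5PNP. Doses: 12.8 µM only. Measured by: epi absorbance of p-nitrophenol freed from T5PNP by hydrolysis.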
ADAM10 inh – ADAM10 inhibition, QFRET primary screen; inhibition, % at 7 µM; actives 0.62% (n = 370,000); O14672; recombinant ADAM10, EDANS/DABCYL FRET peptide cleavage, 3 h;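 active = inhibition above a per-campaign cutoff equal to the mean of compounds falling between control-based bounds plus 3 SD, cut at about 20% in these data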;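 note: 0% = DMSO wells while the 100% control is not disclosed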
Target sequence (O14672 214-748 limits assumed): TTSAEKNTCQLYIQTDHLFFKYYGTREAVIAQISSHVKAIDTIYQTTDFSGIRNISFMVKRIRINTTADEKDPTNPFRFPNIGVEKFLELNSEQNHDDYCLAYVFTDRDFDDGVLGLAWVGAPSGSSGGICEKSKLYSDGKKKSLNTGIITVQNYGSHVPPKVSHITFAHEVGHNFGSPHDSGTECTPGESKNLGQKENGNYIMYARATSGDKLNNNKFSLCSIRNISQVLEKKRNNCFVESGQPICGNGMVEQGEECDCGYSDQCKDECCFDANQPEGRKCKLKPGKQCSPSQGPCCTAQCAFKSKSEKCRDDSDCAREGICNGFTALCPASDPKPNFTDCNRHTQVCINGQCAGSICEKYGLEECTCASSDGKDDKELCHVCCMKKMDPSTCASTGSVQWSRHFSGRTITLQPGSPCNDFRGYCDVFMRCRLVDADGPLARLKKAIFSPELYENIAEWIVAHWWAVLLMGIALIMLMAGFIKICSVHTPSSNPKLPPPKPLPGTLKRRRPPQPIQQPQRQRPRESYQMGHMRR
ADAM17 inh – inhibits human ADAM17 | P78536 | recombinant ADAM17, EDANS/DABCYL FRET peptide cleavage | inhibition, % at 6.95 µM | actives 0.83% (n = 370,000) | AID 720648;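 active = inhibition above the mean of compounds lying between control limits plus 3 SD, set per campaign, cut at about 8.5% in these data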;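 note: 0% = DMSO-only wells as the low control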
proKLK7 act – activators of human kallikrein-7 zymogen. P49862. purified proKLK7, EDANS-DABCYL substrate fluorescence; 100% is mature enzyme control, 0% vehicle. activation, % at 7 µM. actives 0.9% (n = 370,000);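 active = activation above the mean of all tested compounds plus 3 SD, computed per campaign excluding outliers beyond control limits, cut at about 13% in these data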
ARFGAP1 inh – inhibits rat ARF GTPase activating protein 1; actives 0.26% (n = 360,000); Q62848; Arfgap1-stimulated ARF1 GTP hydrolysis, GDP FP detection; inhibition, % at 16.5 µM;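 active = inhibition above a per-plate limit, mean inhibition of low control wells plus 3 SD, cut at about 25% in these data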;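 note: 0% = DMSO wells with enzyme and 100% = wells lacking Arfgap1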
Target sequence (Q62848 1-136 limits assumed): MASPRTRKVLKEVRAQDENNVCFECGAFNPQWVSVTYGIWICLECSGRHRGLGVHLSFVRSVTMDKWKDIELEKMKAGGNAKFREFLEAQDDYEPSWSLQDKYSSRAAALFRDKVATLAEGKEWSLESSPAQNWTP
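Repeats: one replicate per compound; assay system: rat Arfgap1 catalytic domain, aa 1-136; times: enzyme reaction 120 min at 25 °C after 20 min preincubation; detection: FP of antibody-bound GDP Alexa 633 tracer, ex 620/em 688 nm; benchmarks: high control wells lacking Arfgap1, low control full reaction with DMSO; reagent: human ARF1(Δ1-17)-GTP substrate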
ASAP1 inh – ASAP1 ArfGAP inhibition | inhibition, % at 16.5 µM | actives 0.19% (n = 360,000) | AID 624377 | ASAP1-stimulated ARF1 GTP hydrolysis, GDP FP detection | Q9ULH1; in the data active = inhibition above about 25%;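 note: 0% = vehicle with enzyme and substrate and 100% = no enzyme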
Target sequence (Q9ULH1 325-724 limits assumed): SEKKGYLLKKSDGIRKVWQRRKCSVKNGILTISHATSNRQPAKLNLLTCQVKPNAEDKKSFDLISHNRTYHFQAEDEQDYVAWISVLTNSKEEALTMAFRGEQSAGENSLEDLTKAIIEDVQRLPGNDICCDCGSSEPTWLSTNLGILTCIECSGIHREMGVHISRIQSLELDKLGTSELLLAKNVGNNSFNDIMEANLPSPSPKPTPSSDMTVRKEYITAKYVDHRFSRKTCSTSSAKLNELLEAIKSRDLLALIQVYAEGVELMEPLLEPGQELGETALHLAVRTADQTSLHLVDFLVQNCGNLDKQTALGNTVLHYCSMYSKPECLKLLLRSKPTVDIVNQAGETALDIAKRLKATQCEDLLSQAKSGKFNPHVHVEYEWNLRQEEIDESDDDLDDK
PLC-gamma1 inh – blocks human PLC-gamma1 enzyme activity. purified PLC-gamma1, fluorogenic substrate, fluorescence. inhibition, % at 12.2 µM. actives 0.84% (n = 370,000). AID 720700; in the data active = inhibition above about 9.5%
Tn6 DDE FP – disrupts Tn6 cyclic peptide binding to fibrin D-Dimer-E complex | P02675 | Fibrin DD(E) TRITC-Tn6 fluorescence polarization displacement | inhibition, % at 8.3 µM | actives 0.21% (n = 370,000);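 active = inhibition above a per-campaign cutoff: mean of compounds within control limits plus 3 SD, cut at about 15% in these data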;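 note: 0% = median of all compound wells on the plate and 100% = blocking peptide control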
DDE Tn7 FP inh – DD(E)-Tn7 binding inhibition, primary FP screen; actives 0.13% (n = 370,000); FP displacement of FITC-Tn7 peptide from fibrin DD(E); 0% = median of compound wells per plate; inhibition, % at 8.3 µM;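 active = inhibition above the mean of compounds falling within the control limits plus 3 SD of them, cut at about 14% in these data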;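 note: 0% = plate median of compound wells and 100% = 10 µM Aha-Tn7 peptide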
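Assay system: Human clot-derived fibrin DD(E) complex | Buffer or medium: Tris/NaCl/CaCl2 buffer, pH 7.8 | Repeats: One replicate per compound | Benchmarks: Aha-Tn7 high control | Measure: % inhibition scaled between sample-field median and high-control FP | Schedule: 10 min plus 3 h, room temperature | Signal: Fluorescence polarization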
An asterisk follows results filed as active; i = inactive; . = no result given; & = joins results of further samples.

ASAP1 inh,Tn6 DDE FP,ADAM17 inh,TDP2 inh,LEDGF integ inh,DDE Tn7 FP inh,PLC-gamma1 inh,ARFGAP1 inh,proKLK7 act,ADAM10 inh,canonical_smiles
11,6,0,-12,-2,-5,2,13,0.0,6,CCOc1ccc(NC(=O)CCC(=O)NNC(=O)c2ccco2)cc1
-21,0,3,-5,3,-4,4,0,0.0,2,CN1CCCCCC1=Nc1ccc([N+](=O)[O-])cc1
-8,8,-27,3,-4,13,-14,-5,1.5,-75,CC1(C)CC(=O)C(C=Nc2ccccc2C(=O)O)=C(O)C1
11,3,-7,-6,-2,1,-22,-1,2.1,-19,COc1ccc(-c2nc(=S)n3ccsc3n2)cc1OC
12,-6,-2,5,-3,-4,0,-4,0.8,3,Cc1cccc(N/C=C/c2onc(C)c2[N+](=O)[O-])c1
-2,-4,-4,1,2,-3,-2,3,0.5,-5,CCOc1ccc(NC(=O)c2nn(-c3ccc(OC)cc3OC)c(=O)c3ccccc23)cc1
-9,1,1,-1,3,-9,1,16,-0.4,5,O=C(c1ccccc1)C1C(=O)c2ccccc2C1=O
3,3,-3,-6,-2,2,-1,3,0.4,1,CC(C)C(=O)N1CCN(c2ccc(NC(=O)c3ccc([N+](=O)[O-])o3)cc2)CC1
13,-8,-4,13,-1,4,2,15,-0.4,-11,COc1ccc(C(=O)COC(=O)C(O)c2ccccc2)c(OC)c1 (configuration not stated)
4,1,0,-5,-1,1,-3,12,0.6,-4,C/C=C/c1ccc(Oc2nnnn2-c2ccc(C(N)=O)cc2)c(OC)c1
-1,0,-2,-1,2,-2,1,1,0.5,-7,COc1ccc(C(=O)/C=C/C(=O)N(CC(=O)NC2CCCCC2)Cc2ccccc2)c(O)c1
-18,4,-2,9,1,7,0,-9,-0.2,1,CC(Sc1nc(N)cc(N)n1)C(=O)Nc1ccc(N2CCOCC2)cc1 (configuration not stated)
-8,-2,4,-7,-1,2,3,8,0.3,-4,C[C@H](CO)N1C[C@H](C)[C@@H](CN(C)S(=O)(=O)c2ccccc2)Oc2ccc(NC(=O)Cc3ccccc3)cc2C1=O
-4,3,0,-3,0,-3,1,-7,0.1,0,CN(C(=S)NC1=CCS(=O)(=O)C1)C1CCCCC1
17,-3,5,-7,1,-5,3,-5,0.6,-5,Cc1cc(C)c(S(=O)(=O)Nc2ccc3[nH]c(=O)[nH]c3c2)c(C)c1
16,-3,-35,12,-1,-8,-133,8,-7.5,-123,COc1ccc(/C=C/c2c(-c3ccc(OC)cc3)sc3cc(OC)c(OC)cc23)cc1
3,-5,-6,6,0,8,0,-7,-0.6,-7,O=C(Nc1ccccc1)c1cc(C2CCCCN2C(=O)c2ccccc2)on1 (configuration not stated)
-9,10,-2,-5,-3,3,1,-15,-0.1,0,COc1nc(OC)nc(Oc2ccc(Cl)cc2[N+](=O)[O-])n1
-9,-6,0,-1,-1,1,2,-3,0.0,2,COCCNC(=O)Cn1nc(C)c2ccccc2c1=O
18,7,1,-13,-2,-10,6,2,-0.4,7,CCC(=O)Nc1cc(C(F)(F)F)ccc1N1CCCC1
-22,1,-2,-2,-2,9,4,-8,-0.4,10,CC(C)[C@H]1CN=C2N(C[C@H](C)NC(=O)CCC3CCCCC3)[C@H](Cc3ccc(O)cc3)CN21
-11,4,-1,-2,-5,-1,0,-10,0.3,-6,O=C(NNC(=O)c1ccccc1-c1ccccc1C(=O)O)c1cccc([N+](=O)[O-])c1
-7,-4,0,-5,7,-1,5,-10,0.6,0,O=C(Nc1ccc(CN2CCOCC2)cc1)c1cccc(F)c1
-3,-2,3,-8,-4,1,-18,16,-1.2,2,CCc1nc2ccc(C(=O)NCc3ccc4c(c3)OCO4)cn2c1N(CC)Cc1cccc(Br)c1
-5,2,-7,7,1,-3,-3,1,0.0,-8,Cc1ccccc1-c1noc(N)c1C#N
5,-4,1,1,0,3,1,-5,-0.1,-2,O=C(NCc1ccco1)c1ccc(N2CCCCC2)c([N+](=O)[O-])c1
2,3,-135,8,1,-2,-19,-10,-5.5,-377,Cc1cccc(-c2nc(C#N)c(N3CCC(C)CC3)o2)c1
-4,4,1,-1,-4,0,-2,0,-0.1,-8,COCCCNC(=O)Cn1cc(C(=O)C2CC2)c2ccccc21
-5,-2,-158,-1,-2,2,-226,5,8.0,i,CCN1CCN(C(=S)Nc2ccc3nc(N4CCN(CC)CC4)cc(C)c3c2)CC1
-1,3,7,-3,-1,-2,0,-1,-0.3,5,CCCCNc1nc(-c2ccccc2)nc(-n2ccnc2)n1
-8,6,-3,4,-1,6,2,14,-0.5,-1,C[C@H](NC(=O)C1CC(=O)N(c2ccc3c(c2)OCO3)C1)C(=O)NC1CCCCC1 (some centres not stated)
6,-3,-16,4,-1,-3,1,-2,-0.7,-4,Cc1cccc(NC(=O)N2CCC(NC(=O)c3ccco3)CC2)c1
7,-5,-6,-3,-1,0,-2,4,1.2,-1,O=C(NC(O)C(=O)c1ccc(F)cc1)c1ccc(F)cc1 (configuration not stated)
-10,-5,-1,3,-8,0,2,-9,0.5,-5,O=C(CN1C(=O)NC2(CCCC2)C1=O)NCC1CCCO1 (configuration not stated)
-2,4,-5,4,-4,1,0,-12,0.2,3,CSCCCNC(=S)N(C)CC(=O)Nc1ccc(C)cc1
4,13,1,2,1,-7,1,16,-0.4,0,CCOc1ccc(-n2cc(C(=O)N3CCCCCC3)c3cc(OC)c(OC)cc3c2=O)cc1
-1,0,0,-1,0,-3,-14,-1,-2.2,-29,[O-]C(=C(C(=S)Nc1cccc2ccccc12)[n+]1cccc(CO)c1)c1ccc(Cl)s1
.,-4,0,9,7,-5,2,.,0.5,3,C[C@@H]1COc2cc(Br)ccc2S(=O)(=O)N1Cc1cn(CCC2OCCO2)nn1
8,1,-14,-3,-2,-4,-86,-4,-1.1,-52,CCN(CC)CCNc1ncnc2c1sc1nc(N3CCOCC3)c3c(c12)CC(C)(C)SC3
12,-3,-4,4,-4,-2,1,4,-0.1,-6,CSC1=NCCN1C(=O)Cc1ccc(F)cc1
-11,-5,0,9,-1,-1,2,9,0.5,1,CCc1cc(C(=O)N2CCN(C(=O)c3ccccc3)CC2)sc1C
5,-5,1,-4,-1,-12,3,-8,0.0,3,Nc1nnc(/C=C/c2cccc([N+](=O)[O-])c2)s1
2,-3,0,2,3,-4,3,9,0.2,-6,CN1CCN(NC(=O)c2cccc3ccccc23)CC1
0,3,-6,-5,-1,-2,-2,4,-0.2,-9,Cc1ccc(N/N=C2\COC(C)(C)CC2=O)cc1
1,4,-5,-2,2,-6,2,-1,0.0,5,CC(C)Cc1ccc(C2=CSC3=NCCN23)cc1
1,0,3,-4,1,-2,5,3,-0.1,7,CCCNC(=O)C(Cc1ccc(C(F)(F)F)cc1)NC(=O)c1ccc2ccccc2n1 (configuration not stated)
-1,8,-2,-2,-3,5,-2,0,0.9,-5,COc1ccc(N2C(=O)C(=O)/C(=C(/O)c3ccc(C)cc3)C2c2cccnc2)cc1 (configuration not stated)
0,-1,-1,-11,1,1,5,-12,-0.1,2,CCCCNC(=O)c1ccccc1Cl
12,-2,0,18,1,-2,4,1,1.6,7,CC1=NOC(=O)/C1=C/c1ccc(N(C)C)cc1
12&3,4&-3,-2&-5,5&2,2&-2,-4&6,2&-3,17&-1,0.2&-0.4,0&-2,Cc1ccc(C(=O)Nc2cccc(C(F)(F)F)c2)cc1NC(=O)c1nccnc1N
-12,-5,0,3,-1,3,-2,-1,0.4,-4,CCN1CCCC1CN(Cc1cc2ccc(C)cc2[nH]c1=O)C(=S)Nc1ccc(F)cc1 (configuration not stated)
4,-9,0,3,-4,-5,0,18,0.5,-9,COc1ccc(N2CCN(C(=O)CCC(=O)N3CCOc4ccc(C)cc43)CC2)cc1
-13,3,-21,-17,5,-1,-9,-5,-1.9,-37,Cc1ccc2[nH]c(=O)c3cc(C(=O)NCCC(C)C)sc3c2c1
11,4,-13,15,1,0,0,-2,-0.8,-16,Cc1cc(=O)oc2cc(O[C@@H]3O[C@H](CO)[C@@H](O)[C@H](O)[C@H]3O)ccc12
-17,5,-4,8,4,0,1,3,-0.3,-5,CCC(=O)c1ccc(OCC(=O)NC2(C#N)CCCCC2)cc1
8,-6,-4,3,-1,5,4,2,0.4,5,CCN(C(=O)COc1cccc(-n2cnnn2)c1)C1CCS(=O)(=O)C1 (configuration not stated)

Record cards (already shown). Values in the order: ASAP1 inh	Tn6 DDE FP	ADAM17 inh	TDP2 inh	LEDGF integ inh	DDE Tn7 FP inh	PLC-gamma1 inh	ARFGAP1 inh	proKLK7 act	ADAM10 inh
Cc1ccc2[nH]c(=O)c3cc(C(=O)NCCC(C)C)sc3c2c1 in the list: -13	3	-21	-17	5	-1	-9	-5	-1.9	-37
CCN1CCCC1CN(Cc1cc2ccc(C)cc2[nH]c1=O)C(=S)Nc1ccc(F)cc1 (configuration not stated) in the list: -12	-5	0	3	-1	3	-2	-1	0.4	-4
CC1=NOC(=O)/C1=C/c1ccc(N(C)C)cc1 in the list: 12	-2	0	18	1	-2	4	1	1.6	7

Next section.
ASAP1 inh,Tn6 DDE FP,ADAM17 inh,TDP2 inh,LEDGF integ inh,DDE Tn7 FP inh,PLC-gamma1 inh,ARFGAP1 inh,proKLK7 act,ADAM10 inh,canonical_smiles
6,0,7,-2,1,0,-4,1,0.5,22*,CC(Nc1nc(-c2ccc(Cl)cc2)cs1)c1nc2cc(Cl)c(N3CCCCC3)cc2n1CCOCCO (configuration not stated)
2,7,-3,-6,-1,2,-3,8,0.1,-13,Cn1c(=O)n(C)c(=O)n(CC(=O)N2CCCCC2)c1=O
7,1,1,-3,7,-9,4,6,0.2,8,C=C1SC(Nc2c(C)cccc2C)=NC12CCCCC2
-4,-8,1,6,2,-11,1,0,0.1,-9,CC[n+]1ccc(/C=C2\Sc3ccccc3N2CCCS(=O)(=O)[O-])c2ccccc21
-1,-3,-4,0,5,3,1,-3,0.6,-8,CCOC(=O)/C=C/S(=O)(=O)c1ccc(NC(C)=O)cc1
-14,0,-4,4,-2,-1,2,1,0.0,-10,O=C(NCCCN1CCOCC1)c1cc(S(=O)(=O)N2CCCCC2)ccc1Cl
-8,-3,-5,0,-1,5,0,0,0.1,7,CON(C)C(=O)c1ccccc1N(C)C(=O)OC(C)(C)C
2,-6,-8,13,-1,-3,-3,-4,0.4,8,O=C(COc1cccc(NC(=O)c2ccco2)c1)c1ccccc1

Assay outcomes deposited in PubChem by The Scripps Research Institute Molecular Screening Center.
